KLF5 inh = inhibitors of KLF5 expression; DLD-1 KLF5 promoter-luciferase reporter, luminescence; inhibition, % at 5 µM; 0.23% of 290,000 active;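 active = inhibition above a per-plate limit of that plate's mean compound inhibition plus 3 SD, cut at about 60% in these data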;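 note: 0% = DMSO wells and 100% = LY294002 at 200 µM; higher means less KLF5 promoter-driven luciferase light; inactives centre near -14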
SKKanGAS inh = inhibitors of SKKanGAS S. pyogenes growth in kanamycin (SK-promoter or general growth effect); BacTiter-Glo, 6 h; inhibition, % at 7.5 µM; 1.3% of 300,000 active;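 active = mean replicate score, as percent of positive control median, at least 50; inconclusive = mean below 50 but one replicate at or above 50; inactive = mean and every replicate below 50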;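 note: strain carries kanamycin resistance gene driven by streptokinase promoter and grows in 40 µg/ml kanamycin; loss of luminescence reflects streptokinase promoter inhibition or plain growth inhibition; 0% = median of DMSO wells and 100% = positive control at its reference dose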
HSF1 activator = increases HSF-1 driven luciferase reporter signal. AID 504408. 1.7% of 300,000 active. activation, % at 9 µM. NIH3T3-HGL HSF-1 luciferase reporter, MG132, 8 h; 100% = twice DMSO control signal;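 active = mean replicate activation of at least 50% with a set share of replicates each reaching 50%; inconclusive = only one of those two conditions met; inactive = mean below 50% and too few replicates reaching it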;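 note: 0% = median of the neutral control wells and 100% = twice that signal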
IEC-6 cytotox = counter-screen for KLF5 inhibitors: cytotoxicity in IEC-6 cells; IEC-6 cytotoxicity, luminescence viability; inhibition, % at 5 µM; 0.78% of 290,000 active; AID 1825; in the data active = inhibition above about 22%;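 note: 0% = plate median of test compound wells and 100% = cytotoxic reference compound wells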
HSF1 inhib = HSF1 inhibition. activity change, negative = inhibition, % at 7.5 µM (by protocol). NIH3T3-HGL HSE-luciferase, MG132-induced, luminescence 8 h; active compounds read low. 0.77% of 300,000 active;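 active = more than half of replicate wells show activity change below -50%, luminescence cut by over half; inconclusive = some wells, but at most half, below -50%; inactive = no replicate well below -50%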;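 note: luciferase reports HSF-1 transcriptional activity via heat shock element; 0% = median of DMSO wells and -100% = zero luminescence signal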
Platelet DG rel = platelet dense granule release activity | human platelet-rich plasma, SFLLRN dense granule ATP release, luminescence | inhibition, %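 (compounds screened at 7.5 µM in platelet-rich plasma)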 | 0.22% of 300,000 active | AID 1663;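 active = mean replicate score, as percent of positive control, at or above 50; inconclusive = mean below 50 but at least one replicate at or above 50; inactive = mean and every replicate below 50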
HIF activator = HIF pathway transcriptional activation | activation, % at 7.5 µM (by protocol) | 0.32% of 300,000 active | U2OS HRE-luciferase reporter, luminescence; normalized: DMSO 0%, desferrioxamine 100% | AID 1910;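 active = mean activation of at least 10% of the iron chelator positive control signal, with at least half of replicates also reaching 10%; inconclusive = mean and replicate majority disagree about reaching 10%; inactive = mean and most replicates under 10%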
HSP90 refold inh = HSP90 refolding inhibition in rabbit reticulocyte lysate; AID 1789; luciferase refolding luminescence, 3 h; 0.91% of 290,000 active; inhibition, % at 5.6 µM;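 active = inhibition above the screen-wide mean plus 3 SD, computed separately per campaign, cut at about 16% in these data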;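 note: 0% = DMSO wells and 100% = 60 µM geldanamycin wells; inhibitors lower the luminescence because luciferase stays unfolded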
aSyn UTR inh = MLPCN primary screen, SNCA 5' untranslated region; alpha-synuclein 5'UTR reporter, inhibitor activity; inhibition, % (tested at 7.5 µM); 0.82% of 300,000 active; AID 1813; in the data active = inhibition above about 60%; inconclusive = no clear call, values can overlap the other calls;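 note: H4 neuroglioblastoma cells stably carrying SNCA 5'UTR luciferase fusion; 0% = DMSO wells and 100% = positive control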
AI-2 QS mod = Vibrio harveyi AI-2 quorum sensing modulation; Vibrio harveyi JMH597 AI-2 luminescence/OD600 ratio, 9 h; active compounds read low; strain lacks LuxN and CqsS sensors; 0 = neutral-control median; activity change, % at 7.5 µM; 0.4% of 300,000 active; AID 2094; in the data active = activity change below about -75%, passing the limit was not always enough; inconclusive = no clear call, values can overlap the other calls;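 note: luminescence divided by OD600 gain over 9 h not by final OD600 alone; inactives centre near 13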
The depositor's hits bear a star; ? = inconclusive; · = no result given.

Results follow in this order: KLF5 inh | SKKanGAS inh | HSF1 activator | IEC-6 cytotox | HSF1 inhib | Platelet DG rel | HIF activator | HSP90 refold inh | aSyn UTR inh | AI-2 QS mod
(1) CC1(CCc2ccccc2)NC(=O)N(CC(=O)Nc2ccc3c(c2)OCCO3)C1=O (centres undefined)
  -28 | 12 | 1 | 0 | -8 | -1 | -0.9 | 0 | 0 | -2
(2) CCOCCCNC(=O)C(c1ccc(C)cc1)N(Cc1cccs1)C(=O)c1ccccc1O (centres undefined)
  -10 | 0 | 12 | 1 | 2 | -2 | -0.3 | 1 | -9 | 53
(3) CCC(=O)NC(C)C(c1cccs1)N1CCN(c2ccccc2)CC1 (centres undefined)
  17 | -1 | -10 | 3 | -9 | 8 | -0.3 | -1 | 24 | 22
(4) N#C/C(=C/Nc1ccccc1F)S(=O)(=O)c1ccc(Cl)cc1
  -24 | -2 | 8 | 0 | 5 | -4 | 0.9 | 4 | -5 | 9
(5) O=C(COC(=O)c1ccc(Cl)c(S(=O)(=O)NCc2ccccc2)c1)NCC1CCCO1 (centres undefined)
  -34 | -8 | -13 | 1 | -5 | ? | -1.5 | 2 | -7 | 10
(6) CC(=O)NC(Cc1ccc(C)cc1)C(=O)NC1CCN(S(=O)(=O)c2ccccc2)CC1 (centres undefined)
  -2 | 3 | -7 | -1 | 1 | -67 | -0.3 | 2 | 8 | 0
(7) COc1cc(NC(=O)c2cccs2)c(OC)cc1NC(=O)CCn1nnc2ccccc21
  -4 | 0 | 1 | 0 | 0 | -9 | -0.4 | 0 | 3 | 24
(8) Cc1nc2ccccn2c1-c1nnco1
  -17 | -9 | -25 | 4 | -10 | -15 | 0.3 | -2 | 10 | 18
(9) CCn1ncc(S(=O)(=O)Nc2cc(Cl)ccc2C)c1C
  -14 | 3 | 6 | -5 | -2 | 9 | 0.3 | -4 | 13 | 19
(10) COc1ccc(S(=O)(=O)Nc2ccccc2OC)cc1NC(=O)CC1CC2CCC1C2 (centres undefined)
  4 | -2 | 10 | -1 | -3 | 4 | -0.1 | 0 | 29 | 33
(11) CN1C(=O)CCC(CCC(=O)O)(c2ccccc2O)C1=O (centres undefined)
  3 | 0 | -23 | -2 | -11 | -1 | -0.4 | 10 | -22 | 1
(12) Cc1ccc2c(c1)CCCN2C(=O)c1cc2ccccc2oc1=O
  -1 | 0 | -2 | -1 | 7 | 15 | -0.2 | 4 | -16 | 13
(13) CC(C)[C@H](NC(=O)NCc1cccs1)C(=O)O
  -14 | 2 | -1 | 4 | -4 | 8 | -0.1 | 4 | 20 | 10
(14) CC(C)OCCCNC1=C(Cl)C(=O)c2ccccc2C1=O
  -29 | -3 | 42 | 51* | 27 | 18 | 0.9 | 6 | -44 | -22
(15) Cc1cc(C)cc(NC(=O)C2C3C=CC4(O3)C2C(=O)N(CCCN2CCCC2)C4C(=O)NC2CCCC(C)C2C)c1 (centres undefined)
  -6 | -9 | 11 | 4 | 4 | -17 | -0.3 | 2 | -14 | 2
(16) CC(=O)c1sc(=S)n(Cc2ccccc2)c1C
  -6 | 4 | -8 | -2 | -7 | -2 | 2.1 | -1 | 3 | 25
(17) CC(OC(=O)CN1C(=O)C2C3C=CC(C4CC34)C2C1=O)C(=O)c1ccccc1 (centres undefined)
  -26 | -5 | 17 | -4 | -10 | -3 | -0.1 | -2 | 7 | 1
(18) O=C(NCCN=C1NS(=O)(=O)c2ccccc21)c1ccc(S(=O)(=O)N2CCOCC2)cc1
  -2 | -14 | 12 | -1 | -6 | -15 | 0.3 | 1 | -16 | -3
(19) Cc1c(C(=O)N2CCN(c3ncccn3)CC2)oc2c(Cl)cccc12
  · | -2 | -8 | · | -3 | -2 | -0.1 | · | -18 | 11
(20) O=S(=O)(c1ccc(NC(=S)NC2CCCC2)cc1)N1CCCC1
  -23 | 5 | -4 | 1 | 1 | -4 | -0.1 | 3 | 5 | 34
(21) CCC1CCCCN1CC(=O)c1c(C)[nH]c2cc(C)ccc12 (centres undefined)
  -32 | 1 | -10 | -2 | -13 | 0 | -12 | 4 | -4 | 15
(22) CCOC(=O)c1nccnc1C(=O)Nc1ccc(C(F)(F)F)cc1
  1 | -2 | 2 | 6 | -4 | -4 | 0.1 | -1 | 11 | -4
(23) COc1cccc(NC(=O)C(C#N)Cc2ccncc2)c1 (centres undefined)
  -9 | 5 | -3 | 2 | 1 | 0 | 0.1 | 0 | 2 | 20
(24) CCOc1cc(/C=N/NC(=O)CN2CCCCC2)ccc1OCc1ccc(Cl)cc1
  -24 | 1 | 58* | 0 | 37 | 1 | 0.1 | 3 | -14 | -4
(25) CCOc1ccc(-c2nnc(-c3ccccc3)o2)cc1
  -74 | 4 | 30 | -4 | 12 | 9 | -0.4 | 13 | 41 | 17
(26) COC(=O)c1ccccc1NC(=O)Cn1c(-c2nonc2N)nc2ccccc21
  -29 | 4 | -30 | 35* | -22 | 0 | 0.3 | -1 | 36 | 35
(27) Cc1cc(Nc2ccc([N+](=O)[O-])cc2)c2ccccc2n1
  -3 | -1 | 2 | 2 | 2 | 3 | -3.7 | 0 | -1 | -29
(28) O=C(c1cccc(Oc2ccccc2)c1)N1CCOCC1
  -12 | 4 | 4 | 0 | -7 | -7 | 0.0 | 1 | -3 | -39
(29) COc1ccc(N2CCN(Cc3nc4cc(Cl)ccc4c(=O)[nH]3)CC2)cc1
  -9 | 4 | -32 | -11 | -13 | -4 | 0.1 | -4 | -10 | 18
(30) O=C(N/N=C\c1ccc([N+](=O)[O-])s1)c1cncc(Br)c1
  -19 | 7 | -3 | 10 | -11 | 0 | -0.2 | 5 | 77* | -58
(31) COCCN1CCN(C(=O)c2cc(COc3ccc(F)c(F)c3)on2)CC1
  -36 | -15 | 25 | -6 | 10 | -15 | 1.1 | -5 | -27 | 18
(32) COc1ccc(O)c(/C=N/N=C2/C(=O)Nc3ccccc32)c1
  3 | 18 | 32 | -4 | 11 | -3 | 0.5 | 0 | -14 | 17
(33) Cc1ccc(-n2nc3c(=O)n(C(C)C(=O)NCCC4=CCCCC4)nc(C)c3c2C)cc1 (centres undefined)
  -22 | 4 | 5 | 8 | -1 | -5 | -0.3 | 3 | 23 | 12
(34) CC1CC(C)CN(CC(O)COc2ccc3c(c2)CCC3)C1 (centres undefined)
  -2 | -5 | 7 | 2 | 2 | -9 | -0.1 | 2 | -6 | 12
(35) Cc1cccc(NC(=O)CSc2nnc(-c3ccccc3)n2N)c1C
  -19 | -1 | 11 | 0 | 2 | 1 | -0.4 | 2 | -6 | 11
(36) COc1ccc(Oc2c(C)oc3c(CN(C)C)c(O)ccc3c2=O)cc1
  -39 | -2 | -3 | 3 | 1 | 2 | -0.1 | -2 | -2 | 25
(37) COCCN(C(=O)c1ccccc1F)c1c(N)n(Cc2ccccc2)c(=O)[nH]c1=O
  -32 | -6 | -4 | -3 | -3 | 1 | -1.1 | 0 | 16 | 12
(38) COc1ccccc1-c1cc2nc(C)c(CCC(=O)NCc3ccc(F)cc3)c(C)n2n1
  -42 | 8 | 7 | 2 | 8 | 1 | -3.2 | -5 | 20 | 10
(39) Cc1ccccc1C(=O)NCC(=O)OC(C)C(=O)NCc1ccco1 (centres undefined)
  · | -4 | -1 | · | -2 | -9 | -0.1 | · | 4 | 13
(40) NS(=O)(=O)c1ccc(CNC(=O)c2cc(=O)c3cc(Cl)ccc3o2)cc1
  -38 | -1 | 4 | 101* | 4 | -14 | 0.6 | 3 | 10 | 30
(41) COc1ccc(/C=N/NC2=NS(=O)(=O)c3ccccc32)cc1OC
  -5 | 1 | 12 | -2 | -5 | -7 | 0.2 | 4 | -6 | 63
(42) Cc1ccc(/C(N)=N/OC(=O)c2cccc(Cn3cc(C(F)(F)F)ccc3=O)c2)cc1
  -58 | -9 | 7 | -7 | 8 | -5 | 1.0 | 3 | -25 | 33
(43) CC(C)N1C(=O)CCC1C(=O)N1CCC(Cc2ccccc2)CC1 (centres undefined)
  -13 | -4 | -4 | 4 | -5 | 17 | 0.0 | 0 | 29 | 4
(44) CCCn1c(=N)n(CC(=O)C(C)(C)C)c2ccccc21
  7 | 0 | -16 | 10 | -4 | -1 | 0.0 | 7 | 30 | 9
(45) O=C(O)CCC(=O)c1ccc2c(c1)CCCC2
  -19 | -2 | -2 | -4 | -1 | -3 | -0.3 | -2 | 13 | 17
(46) Cc1cc(Cl)ccc1OCC(=O)NC(=S)Nc1ccc(Cl)cn1
  -14 | · | · | 4 | · | · | · | -3 | · | 35
(47) O=c1c(-c2ccc(Cl)cc2)c[nH]n1-c1ccccc1
  -80 | 0 | 6 | 5 | 0 | 8 | 1.6 | 4 | -145 | -4
(48) COc1ccc(-c2cc3nc4n(c(=O)c3s2)CCCCC4)cc1
  -202 | 12 | 40 | 2 | 18 | 0 | 9.3 | -3 | -17 | 24
(49) COc1ccc(CNC(=O)CCS(=O)(=O)c2cc3c(cc2Cl)NC(=O)CO3)cc1
  -7 | -13 | 8 | -7 | -5 | -11 | -0.9 | -1 | -16 | 15
(50) CCN(CC)CCNC(=O)C1(O)c2cc(Br)ccc2NC(=O)N1c1cccc(OC)c1 (centres undefined)
  -27 | 5 | 12 | -10 | -2 | 12 | -0.2 | -2 | -8 | -1

More compounds
Results follow in this order: KLF5 inh | SKKanGAS inh | HSF1 activator | IEC-6 cytotox | HSF1 inhib | Platelet DG rel | HIF activator | HSP90 refold inh | aSyn UTR inh | AI-2 QS mod
(51) CC(C)NC(=O)COC(=O)c1ccc(NS(=O)(=O)c2ccc3c(c2)OCCO3)cc1
  5 | -4 | -9 | 2 | -5 | 1 | -1.1 | 1 | -7 | 14
(52) CC(C)(C)c1ccc(OCCC(=O)OCC(=O)NC2CCS(=O)(=O)C2)cc1 (centres undefined)
  · | -8 | -6 | · | -2 | -6 | -0.9 | · | 23 | 8
(53) CCCc1ccc(OCC(=O)NNC(=O)c2cccnc2)cc1
  -35 | -3 | -1 | 5 | -4 | -5 | -0.3 | 6 | 8 | -64
(54) O=C(Oc1ccc(Br)cc1)C1CC(=O)N(c2ccc(F)cc2)C1 (centres undefined)
  -11 | -3 | 8 | 3 | 8 | -9 | 0.0 | 1 | -17 | 18
(55) COc1ccc(-c2cc3c(=O)n(CC(=O)N4CCCCC4)ncn3n2)cc1
  -19 | -6 | -2 | 2 | -1 | 1 | -0.1 | -6 | -5 | 16
(56) Cc1cc(Cl)ccc1OCC(=O)Nc1ccccc1C(=O)N1CCOCC1
  -7 | 7 | -3 | -6 | -7 | -4 | -0.5 | -7 | 1 | 22
(57) CC(=O)/C(N=Nc1ccc(C(=O)O)cc1)=C(\C)O
  -3 | 7 | -4 | 5 | -4 | 24 | -0.4 | -2 | 13 | 6
(58) O=C(O)c1cc(-c2ccccc2)nn1CC1CC(c2cccnc2)=NO1 (centres undefined)
  · | 1 | -3 | · | -5 | -2 | 2.7 | · | 8 | 21
(59) Cc1cc(NC(=O)CSc2nc(-c3ccco3)cc(C(F)(F)F)n2)n(-c2ccccc2)n1
  -6 | -3 | -11 | 7 | -8 | -5 | 1.8 | -2 | 7 | 10
(60) C=CCN=C1S/C(=C\c2ccc(Cl)cc2)C(=O)N1CC=C
  -18 | 10 | -5 | -4 | -1 | -2 | 0.1 | -1 | 19 | 41
